# aDG glyco act = activators of alpha-DG glycosylation, primary screen, uHTS, Pro5-aDG cells, AlphaScreen | activation, % at 10 µM | 0.22% of 360,000 active | alpha-DG glycosylation AlphaScreen (IIH6); 0% Pro5, 100% B10-LARGE cell signal;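 active = activation of at least 8% versus controls, or a plate z-score of at least 8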;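 note: Pro5 are CHO cells carrying HIG-tagged alpha-DG that lacks glycosylation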
# MITF TRPM1 inh = inhibitors of MITF-dependent TRPM1 promoter reporter, primary screen, cell-based, SK-MEL-5, single point, luciferase. inhibition, % at 12.5 µM. 0.83% of 330,000 active. SK-MEL-5 TRPM1 promoter luciferase, 24 h. AID 488899, 2010;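 active = mean inhibition across replicates of 60% or more, whatever share of single replicates reaches that level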; note: values of inactives mirror those of a sister screen read the other way
# CaV13 FRET inh = Primary screen for inhibitors of IQ motif and Ca2+-dependent inactivation inhibitor domain binding in CACNA1D, Förster resonance energy transfer in living cells, …; HEK cells, CFP/YFP FRET ICDI-IQ, plate reader, 10 min; percent FRET-ratio fall versus neutral wells; 0.098% of 340,000 active; inhibition, % at 12.3 µM; AID 743397;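 active = mean replicate inhibition of at least 30% and at least 1% of replicates passing that level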;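 note: 0% = median of the neutral control wells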
# Exocytosis inh = LAMP-1 surface exposure blockers, TALL-104 cells – cell-based, flow cytometry, MLPCN library, primary screen | TALL-104 LAMP-1 surface exposure; cells stimulated with thapsigargin and PMA | inhibition, % at 10 µM | 0.66% of 360,000 active | AID 651702, 2012;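 active = inhibition above about 55%, limit read from the data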
# NR2E3 ag-1 = inhibitors of NR2E3-RetCOR corepressor binding, primary screen, NR2E3 agonist project, biochemical, TR-FRET, GST-NR2E3, biotin-RetCOR; 1536-well; AID 2300, 2010; inhibition of corepressor binding, % at 4.78 µM; 0.12% of 320,000 active;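 active = percent inhibition above the cutoff of mean plus 3 SD of all tested compounds, set per screening campaign, cut at about 20% in these data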;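 note: 0% = DMSO wells and 100% = biotin wells as full block of FRET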
# Target sequence (Q9Y5X4 whole entry, looked up): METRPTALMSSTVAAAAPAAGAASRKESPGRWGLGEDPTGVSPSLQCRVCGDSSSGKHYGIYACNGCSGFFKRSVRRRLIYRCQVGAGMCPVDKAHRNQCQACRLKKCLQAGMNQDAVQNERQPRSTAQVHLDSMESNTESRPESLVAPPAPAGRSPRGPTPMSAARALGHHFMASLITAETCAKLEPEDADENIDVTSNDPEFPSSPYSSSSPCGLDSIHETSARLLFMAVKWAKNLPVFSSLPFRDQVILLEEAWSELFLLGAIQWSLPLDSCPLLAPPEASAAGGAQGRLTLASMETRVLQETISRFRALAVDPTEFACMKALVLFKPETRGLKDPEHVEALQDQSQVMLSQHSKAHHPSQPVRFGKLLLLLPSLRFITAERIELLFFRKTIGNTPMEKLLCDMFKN
#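 Assay system: NR2E3–RetCOR corepressor complex. Quantity: 1.35 nM GST-NR2E3. Buffer or medium: pH 7.5 Tris-based buffer. Reagent: biotinylated RetCOR corepressor at 7 nM final. Schedule: 5 h at 4 °C. Detection: TR-FRET, emission read at 617 and 671 nm. Replicates: one well per compound, singlicate testing.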
# Vif imaging = HIV Vif self-association inhibitors, primary screen, imaging, HEK293T, single point; HEK293T cells, Vif self-association by quenched fluorescence, 24 h; inhibition, % at 7.49 µM; 0.35% of 340,000 active; AID 602346, 2012; in the data active = inhibition above about 50%, passing the limit was not always enough; note: some results filed as inactive read as strong as hits
# Peg3 promoter = Peg3 promoter-driven luciferase inhibitors, primary screen, cell-based, HeLa, luciferase luminescence; HeLa PEG-Prom luciferase reporter, overnight; inhibition, % at 20 µM; 1.7% of 360,000 active; AID 588405, 2011;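 active = inhibition of at least 50% at 20 µM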
# HIF-2a block = HIF-2a reporter inhibitors, primary screen, luminescence, 786-0 RCC cells. inhibition, % at 18.8 µM. 0.72% of 360,000 active. AID 624352, 2012. 786-0 RCC cells HIF-2a reporter, luciferase luminescence, overnight;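 active = inhibition of the luminescence signal of 40% or more relative to plate controls, in a single-dose primary screen at 18.75 µM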
# PDI inh = inhibitors of human PDI, primary screen, biochemical, turbidity, single point, plate reader. inhibition, % at 10 µM. Protein disulfide-isomerase (Homo sapiens), P07237. PDI insulin aggregation turbidity, A650, 90 min. 0.052% of 350,000 active;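 active = mean inhibition across replicates of 30% or more, whatever share of single replicates reach that level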;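 note: absorbance from insulin aggregation driven by PDI reduction with DTT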
# Target sequence (P07237 whole entry, looked up): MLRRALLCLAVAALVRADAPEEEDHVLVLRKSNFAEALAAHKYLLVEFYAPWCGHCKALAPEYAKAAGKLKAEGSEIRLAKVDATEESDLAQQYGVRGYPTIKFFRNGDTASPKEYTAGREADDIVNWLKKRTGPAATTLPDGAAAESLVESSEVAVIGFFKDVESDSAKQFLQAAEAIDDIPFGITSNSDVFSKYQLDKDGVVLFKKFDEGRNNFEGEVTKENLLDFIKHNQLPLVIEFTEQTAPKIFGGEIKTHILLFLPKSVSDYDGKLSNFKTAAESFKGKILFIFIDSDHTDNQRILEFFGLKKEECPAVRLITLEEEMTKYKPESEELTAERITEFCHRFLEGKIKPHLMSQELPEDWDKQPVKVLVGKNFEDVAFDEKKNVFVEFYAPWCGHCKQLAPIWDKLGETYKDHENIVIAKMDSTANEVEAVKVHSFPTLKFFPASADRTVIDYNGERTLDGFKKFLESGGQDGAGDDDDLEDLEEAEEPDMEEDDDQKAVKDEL
# NR2E3 ag-2 = NR2E3 agonists in two-hybrid cells, primary screen, cell-based, luminescence, CHO-S, Gal4-NCOR/VP16-NR2E3; 0.35% of 360,000 active; AID 602229, 2012; luciferase; inhibition of corepressor binding, % at 3.98 µM;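 active = inhibition above the mean of all tested compounds plus 3 SD, cut at about 70% in these data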;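 note: 0% = DMSO with NR2E3 transfected cells and 100% = cells lacking NR2E3 construct; higher means lower luciferase signal from less NR2E3 corepressor binding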
# hiPSC survival = enhancers of single-cell hiPSC survival, primary screen, ATPlite luminescence. 100% = ROCK inhibitor wells, 0% = DMSO. survival enhancement, % at 20 µM. 0.044% of 360,000 active. AID 602274, 2012; in the data active = survival enhancement above about 18%;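 note: cells exposed to compounds for 16 hours before the ATP read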
# Starred values were filed as active, the others as inactive; . = not tested or not shown. Rows are unselected; 3.5% or so of the library scored in one or more.
# Second line of a record: aDG glyco act, MITF TRPM1 inh, CaV13 FRET inh, Exocytosis inh, NR2E3 ag-1, Vif imaging, Peg3 promoter, HIF-2a block, PDI inh, NR2E3 ag-2, hiPSC survival
- COCCN(C(=O)CCC(=O)Nc1cc(C)on1)C(C(=O)NC(C)(C)C)c1cccc(OC)c1OC (stereo unspecified)
→ 0.0, -7, -3, 2, 2, 5, 0, 6, 5, 9, 0.7
- CN(Cc1cnn(Cc2ccccc2)c1)C(=O)CN=C1NS(=O)(=O)c2ccccc21
→ 0.0, ., -7, 0, 2, 3, 17, 5, -11, 29, 0.5
- CCOc1cc(/C=N/NC(=O)NN(C)c2ncc(C(F)(F)F)cc2Cl)ccc1O
→ 0.3, -13, -2, -3, 2, -6, 14, 17, -7, 6, 4.3
- O=C(CN1C(=O)NC2(CCCCC2)C1=O)NC1CCCc2ccccc21 (stereo unspecified)
→ -0.1, -7, -16, 0, -3, 3, 1, 5, -6, -14, 1.1
- O=C(Nc1ccc(C(F)(F)F)cc1)C1=NN(C2CCS(=O)(=O)C2)C(=O)CC1 (stereo unspecified)
→ -0.2, 3, -2, 7, 1, -4, 5, 0, 5, -32, 4.2
- CC(CCc1ccccc1)NC(=O)c1nnc(Cc2ccc(Cl)cc2)o1 (stereo unspecified)
→ 0.1, 5, -7, -7, 3, 13, 20, 3, -1, 36, 3.3
- Cc1ccc2[nH]c(CN3CCC(CO)(CC4CCCCO4)CC3)c(C)c2c1 (stereo unspecified)
→ 0.5, 8, 4, -2, -1, ., 16, -11, 3, -17, 1.7
- NC(=O)NC(=O)CSc1nnc(-c2ccc(Cl)cc2)n1CC1CCCO1 (stereo unspecified)
→ -0.3, 12, -6, -1, 0, ., -3, 10, -6, -11, -2.7
- COc1ccc(C(C(=O)NC(C)(C)C)N(C(=O)CCC(=O)Nc2cc(C)on2)c2c(C)cccc2C)cc1 (stereo unspecified)
→ 0.2, 20, -4, 6, 1, -10, 23, 13, 21, -13, -0.8
- Cc1ccsc1C(=O)N1CCC1(C)C(=O)NCC(C)(C)C (stereo unspecified)
→ 0.1, ., -10, -7, ., -10, 8, -3, -57, -18, -1.2
- COc1ccc2nc3oc(C(=O)N4CC(C)CC(C)C4)cc3cc2c1 (stereo unspecified)
→ -0.2, -39, ., 2, -2, -3, -88, -190, -1, -81, -0.3
- COc1ccc(C(=O)O/N=C/c2ccc(S(=O)c3ccc(Cl)cc3)nc2)cc1 (stereo unspecified)
→ 0.4, 16, ., -1, 2, 1, 21, 1, 12, -27, 7.4
- O=C(Nc1ccccc1N1CCOCC1)c1cc(F)cc(F)c1
→ 0.0, 9, -8, -2, 1, 1, 14, 14, -7, -49, -0.5
- O=C(O)c1cccnc1SCC(=O)N1CCCCCC1
→ -0.1, -1, -10, 4, -1, -1, 7, 24, -2, 20, 1.2
- Cc1nc2cc(NC(=O)CS(=O)(=O)c3ccc(F)cc3)ccc2s1
→ -0.1, -19, -6, -7, 0, ., -69, -90, 1, -59, -0.3
- CC(=O)C1C(=O)C=C(c2ccco2)CC1c1ccccc1 (stereo unspecified)
→ 0.1, -3, -5, 0, 3, -2, 9, 6, 7, -24, 2.9
- CC[C@H](C)[C@@H](NC(=O)O[C@@H]1C(=O)c2cc(OC)ccc2O[C@H]1c1ccc(OC)c(Br)c1)C(=O)OC
→ 0.1, -6, ., -12, 3, -3, -32, -47, 9, -8, -4.4
- COc1ccc(-c2nn(-c3ccccc3)cc2C(=O)O)cc1
→ -0.1, -4, -7, -1, 6, ., 2, 18, -2, -40, 1.8
- O=C(Nc1cccc(C(=O)O)c1)/C(=C\c1cccc([N+](=O)[O-])c1)NC(=O)c1ccc(Br)cc1
→ 0.1, ., -3, -7, ., 8, -9, -3, 1, -4, 3.0
- O=C(c1ccc2c(c1)OCO2)N1CCN(C(=O)c2ccco2)CC1
→ -0.1, 1, -8, -9, 3, 10, -2, 5, 3, -6, -1.2
- O=C(Nc1cccc(Cl)c1)N(Cc1nc2ccccc2c(=O)[nH]1)C1CCCC1
→ 0.3, -11, ., 1, -6, -2, 14, 1, -10, -11, 0.2
- Cc1cc([N+](=O)[O-])nn1CCCC(=O)NCc1ccc(F)cc1
→ 0.0, -14, -13, -1, 5, 4, 4, 13, -17, 18, 0.5
- O=C(Nc1ccccc1Br)c1c(F)cccc1Cl
→ -0.3, -9, 6, 0, 4, 4, 1, 17, 2, 3, 1.7
- COc1ccc(S(=O)(=O)N2CCN(CCC(=O)Nc3ccccc3F)CC2)cc1
→ 0.0, -9, -8, -2, 3, -2, -4, -10, -4, 15, -0.8
- Cc1ccc(C)c(S(=O)(=O)N2CCCCC2CCNC(=O)C(=O)NC2CCCC2)c1 (stereo unspecified)
→ 0.2, 10, -5, 1, 2, -6, 27, 17, -3, 0, -0.6
- CCOC(=O)[C@]12CCC=C1N(Cc1cccc3ccccc13)C(=O)[C@H](CC(=O)NCC13CC4CC(CC(C4)C1)C3)C2
→ 0.0, ., -1, 6, ., ., ., 4, ., -27, 0.4
- O=C1NC[C@H](CCCCN2C[C@H](Cc3ccccc3)N(CCc3ccc(O)cc3)C(=O)C2=O)N(CC2CCCCC2)C1=O
→ 0.0, ., -4, -7, ., ., ., 10, ., -12, 1.6
- COc1ccc(-c2noc(CN(C)C(=O)c3ccco3)n2)cc1
→ 0.0, -12, -19, -4, 3, -5, -73, -91, 8, 0, 1.6
- COc1ccc(S(=O)(=O)n2ccc(-c3ccc4c(c3)CCC(C)(C)O4)n2)cc1
→ 0.2, ., -4, -2, -3, -10, -48, -158, 3, -16, -0.6
- Cc1ccc(CN2CCN(/N=C/c3ccc(C)s3)CC2)c(C)c1
→ -0.5, 0, -4, -2, 2, -4, -38, -23, -10, -22, 0.3
- O=C(CCC(=O)Nc1cccc([N+](=O)[O-])c1)N/N=C/c1cccs1
→ -0.4, -3, ., -5, ., -3, 4, -7, 0, 11, 3.4
- N#Cc1ccsc1NC(=O)C1CC(=O)N(Cc2ccccc2)C1 (stereo unspecified)
→ 2.8, 0, -6, -5, -1, 2, 8, 1, 0, 5, -0.3
- O=C(NCS(=O)(=O)c1ccccc1)c1ccccc1
→ 0.4, 2, ., -1, -3, 3, 12, 16, 7, -7, 6.9
- O=C(CN1C(=O)CNC1=O)Nc1cc(Cl)cc(Cl)c1
→ 0.0, -8, -7, 13, ., -5, 10, 6, 7, -3, 0.6
- COc1ccc(N(CC(=O)NC2CCCC2)C(=O)CS(=O)CC(=O)Nc2ccc3c(c2)OCO3)cc1 (stereo unspecified)
→ 0.0, -5, -6, -3, 2, 4, 12, 15, -5, -2, -0.3
- O=C(CSc1nnc(CCCN2C(=O)c3cccc4cccc(c34)C2=O)n1-c1ccccc1)NCCCN1CCOCC1
→ 0.0, 1, -4, -5, 0, ., 4, 9, -3, -10, 1.1
- O=C(NCc1ccccc1F)C1CCN(C(=O)c2sccc2-n2cccc2)CC1
→ 0.3, 2, -4, -5, 2, 10, -7, 1, -3, 15, -2.4
- O=c1[nH]c2c(s1)C(c1ccccc1)C1C3CCC(C3)C1S2 (stereo unspecified)
→ 0.0, -11, ., 5, 3, -2, 28, 9, -4, -30, 0.0
- CCOc1ccc(S(=O)(=O)N(CC)CC(=O)NCc2ccncc2)cc1C
→ 0.2, 16, -7, -5, 4, -5, 15, 15, -14, 12, 0.1
- O=C(NC1CC2CCC(C1)N2Cc1ccccc1)c1ccccc1Br (stereo unspecified)
→ 0.0, 1, -1, 8, -1, -2, 9, 7, 29, -32, -0.7
- O=C(Cc1ccc(F)cc1)NC1CCSC1=O (stereo unspecified)
→ 0.4, 3, -8, 3, -2, 4, -7, 6, 11, 10, -0.3
- CCOC(=O)c1sc(N)nc1C(C)(C)C
→ -0.2, 11, 0, -1, 0, 7, -3, 19, 0, -2, -4.0
- Cc1nc(NCCc2ccccc2)c2oc3ccccc3c2n1
→ 2.8, 15, -6, 3, 1, -57, -4, -33, 8, 72*, -0.2
- Cc1nn(C)c(=O)n1N(C)c1ncc(C(F)(F)F)cc1Cl
→ -0.2, -4, 1, -1, 2, 0, 67*, 14, -5, -23, -0.5
- Cc1csc(=O)n1CCC(=O)OCc1nnc(-c2ccccc2Cl)o1
→ 0.3, -3, -14, 2, ., 5, 9, -5, -5, -11, -0.1
- Cc1cc(C)cc(C(=O)NCC(=O)OCC(=O)N2CCCC2)c1
→ -0.1, ., -5, -4, ., 21, 0, 3, -20, -22, 0.6
- CON(C)S(=O)(=O)c1cccc(C(=O)Nc2ccc(S(=O)(=O)NC3=NCCCCC3)cc2)c1
→ 0.0, 18, -4, 6, ., -12, 15, 15, 5, 18, -0.3
- Cc1ccc(C(=O)N/C(=C\c2ccco2)C(=O)NCCN2CCCCC2)cc1C
→ 0.1, ., -3, 2, 3, 8, -9, 9, 7, -17, 1.6
- CCn1c(COc2ccc(=O)n(-c3ccccc3)n2)n[nH]c1=S
→ 0.2, 0, 4, -1, -1, 8, 4, 19, -6, -4, 2.8
- CCN(CCCNC(=O)C1CCC(=O)N1Cc1ccc(C)cc1)c1cccc(C)c1 (stereo unspecified)
→ -0.1, 20, ., 24, 7, 51*, 11, 7, 2, -11, -3.9
- O=C(NC1CCCc2ccccc21)c1cn2ccccc2n1 (stereo unspecified)
→ 0.0, 18, 3, -3, 1, -13, -22, -39, -6, -19, 1.7
- O=C(CCN1C(=O)/C(=C/c2ccc(F)cc2)SC1=S)NNC(=O)c1cccnc1
→ -0.1, -4, -3, -3, 3, -8, -9, 18, -4, 6, 0.9
- Cc1ccccc1-c1nnc(SC(C)C(=O)NC2CCCC2)o1 (stereo unspecified)
→ 0.4, -1, -3, 4, -2, -4, 13, -1, 1, -24, 0.1
- Cc1ccc(NCc2ccc(O)c3ncccc23)cc1C
→ -0.3, 3, -6, 2, 0, 13, 5, -4, -4, -22, -1.4
- O=C(c1cccc(F)c1)N1CCc2ccccc2C1
→ -0.2, -15, -8, 0, 0, ., -49, -69, -3, -32, 0.8
- Cc1cc(OC(=O)c2ccccc2Cl)c([N+](=O)[O-])c(=O)[nH]1
→ 0.0, 3, -5, 0, -2, 6, 12, 18, 1, 10, -0.1
- COC(=O)[C@H](CC(C)C)NC(=O)CC[C@H]1O[C@@H](n2cc(C)c(=O)[nH]c2=O)C[C@@H]1O
→ 0.0, ., -6, -3, ., -6, 6, 15, ., 16, -1.0
- O=C(O)CN1C(=O)/C(=C/c2ccc(N3CCCCC3)o2)SC1=S
→ -0.1, 23, -7, -3, 1, -1, 5, 6, 7, -12, -0.1
- CCOc1ccc(CNC(=O)c2cc3oc4ccccc4c3n2C)cc1
→ 0.1, -13, -4, 0, 0, -4, -25, -83, 12, -46, 1.8
- COc1cc(OC)c(-c2cc(C(=O)O)ccc2OC)c(OC)c1
→ -0.1, 3, -3, 0, 0, -2, 9, 8, 6, -29, 7.7

# Assay outcomes: PubChem, several laboratories
